# Assay outcomes (PubChem)
# HIV peptide binding – inhibitors of HIV fusion peptide binding, primary screen, biochemical, uHTS, fluorescence dequenching (AID 1986); cell-free peptide binding, fluorescence dequenching, 30 min; higher % means a stronger effect; 0.3% of 290,000 active; inhibition, % at 20 µM; hits with a dose series show IC50 in µM; in the data active means inhibition mostly above about 52%, no sharp cut-off; inactive means mostly below about 76%; further: some results filed as inactive read as strong as hits
# Myeloid diff MLP – compounds promoting myeloid differentiation; AID 624256; ER-HoxA9 myeloid progenitors, lysozyme-GFP differentiation, flow cytometry; 1% of 360,000 active; calls only at 10 µM;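 active means normalized GFP-positive differentiation at or above the plate's own cutoff, the solvent-only control mean plus 3 SD; inconclusive means no clear call, values can overlap the other calls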;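 further: cells exposed to compound for four days before flow analysis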
# Lipid droplet – modulators of hepatic lipid droplet formation. 0.4% of 240,000 active. AML12 mouse hepatocytes, oleate lipid droplets, BODIPY imaging. inhibition, % at 6.5 µM;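 active means lipid droplet intensity inhibited by at least 50%, with more than 500 cells counted; inconclusive means wells with under 300 cells, treated as cytotoxic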
#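 Material: mouse AML12 hepatocyte cell line, fixed after treatment; Timing: compound with oleate, overnight; Technique: high-content imaging of BODIPY-stained droplets and DAPI nuclei; Probe or stimulus: oleate, 100 µM final; Dosing: compound at 6.5 µM only.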
# HEK293 NOD2/NF-kB – NOD2 signaling inhibitors, cell-based, luminescence, uHTS, HEK293 (AID 1566) | HEK293 NOD2/NF-kB luciferase reporter, luminescence; higher % means a stronger effect | inhibition, % at 4 µM; hits with a dose series show EC50 in µM | 0.63% of 290,000 active; further: many of its hits are not listed in these tables
# SIAH1 antagonists – Siah-1 peptide-binding antagonists, primary screen, biochemical, fluorescence polarization, rhodamine-plectin, uHTS (AID 1817); Siah-1 / rhodamine-plectin peptide fluorescence polarization; higher % means a stronger effect; 0.02% of 290,000 active; one-dose displacement, % at 20 µM; IC50 in µM for titrated hits;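 active means displacement of at least 50% at 20 µM, with a fluorescence ratio check between 0.3 and a set limit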;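 further: plate controls were Siah plus tracer with DMSO for no effect and tracer alone without Siah for full effect; strong numbers were not always called active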
# XIAP antagonists – small molecules displacing peptide from XIAP – biochemical, IAP family, fluorescence polarization (AID 1018). XIAP BIR domain, fluorescence polarization peptide displacement; higher % means a stronger effect. displacement, % at 20 µM, or IC50 in µM where a hit was titrated. 0.007% of 200,000 active; in the data active means displacement above about 50%; further: a part of the inactive calls stands beside numbers as strong as those of hits
# Dengue-2 NS5 capping – flavivirus cap methylation enzyme inhibition – biochemical, confirmation dose response, primary screen (AID 588689); 0.3% of 340,000 active; Dengue-2 NS5 methyltransferase capping enzyme assay, biochemical; higher % means a stronger effect; inhibition, % at 25 µM, or IC50 in µM where a hit was titrated; in the data active means a potency from the dose series; inconclusive means inhibition above about 29% without an active follow-up result
# AID2073 – inhibitors of Mint1-CaV2.2 protein interaction, biochemical, HTRF (AID 2073) | HTRF protein-protein interaction, Mint1-CaV2.2; higher % means a stronger effect | inhibition, % at 20 µM; hits with a dose series show IC50 in µM | 0.19% of 290,000 active; in the data active means inhibition mostly above about 51%, no sharp cut-off; inconclusive means no clear call, values can overlap the other calls; inactive means mostly below about 53%; further: some results filed as inactive read as strong as hits
# LYP inhibition – inhibitors of LYP phosphatase, biochemical, fluorescence intensity, uHTS (AID 1779) | one-dose inhibition, % at 11.5 µM; IC50 in µM for titrated hits | recombinant LYP phosphatase, fluorescence intensity; higher % means a stronger effect | 0.054% of 290,000 active;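 further: plate controls were vehicle with enzyme for no effect and no enzyme for full effect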
# Lipid droplet cells 6.5 µM – second read-out of Lipid droplet, no call of its own (marks repeat the call); cell count; measured here: cell count, cytotoxicity flag;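 cells counted across two imaged fields per well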
# Dengue-2 NS5 capping pilot replicate – second read-out of Dengue-2 NS5 capping, no call of its own (marks repeat the call); inhibition, %; measured here: pilot screen replicate inhibition
# Myeloid diff MLP GFP+ MAC1+ % – further read-out of Myeloid diff MLP, marked with its call; GFP+ MAC1+ double positive, %; measured here: differentiation confirmed by MAC1 staining
# * marks the source's active call; other numbers are inactive results; i = inactive; ? = inconclusive; nt = no result given; + = active, no number. Unless noted, no stated cut-off is given here; in the data, active means inhibition above about 50%; inactive means the rest. These rows are one share of the data (hit frequency here may not be typical).
SMILES,HIV peptide binding,Myeloid diff MLP,Myeloid diff MLP GFP+ MAC1+ %,Lipid droplet,Lipid droplet cells 6.5 µM,HEK293 NOD2/NF-kB,SIAH1 antagonists,XIAP antagonists,Dengue-2 NS5 capping,AID2073,LYP inhibition,others
COc1ccc(/C=N/NC(=O)c2ccc(Cn3cc([N+](=O)[O-])cn3)o2)c(OC)c1C,0.6%,i,0.9,nt,nt,0%,2%,2.0%,-7%,-5%,-1%,
O=[N+]([O-])c1ccc2c(c1)C=C1CCCCC1(N1CCCC1)O2 (centres undefined),0.4%,i,0.6,8,601,-7%,0%,-6.5%,-1%,-1%,8%,
Cc1ccc(-c2nc(NCCN3CCOCC3)c3ccccc3n2)cc1,0.7%,i,5.2,nt,nt,-6%,4%,7.0%,-5%,-1%,0%,
CC(C)c1nc2oc3c(NCC4CCCO4)ncnc3c2c2c1CCC2 (centres undefined),6.1%,i,1.3,nt,nt,15%,-3%,0.5%,-8%,7%,-3%,
O=C(NCCOc1ccccc1)c1cc(C(=O)NCCOc2ccccc2)cc([N+](=O)[O-])c1,-3.4%,i,0.9,nt,nt,-7%,0%,-4.9%,-1%,6%,0%,
Cn1c2ccccc2c2nnc(SC3CCOC3=O)nc21 (centres undefined),-1.0%,i,0.5,nt,nt,1%,4%,-10%,-5%,-2%,-4%,Dengue-2 NS5 capping pilot replicate=-4.1
CCn1c(=NC(=O)c2ccc(S(=O)(=O)N(C)C)cc2)sc2cccc(OC)c21,1.4%,i,0.3,1,704,19%,1%,-3.9%,-2%,?,14%,
CCN1C(=O)[C@H]2[C@@H](c3ccc(OC)cc3)N3C(=O)CN(Cc4ccccc4)C(=O)[C@@]3(Cc3ccccc3)[C@H]2C1=O,0.3%,i,1.6,-2,780,10%,0%,nt,-3%,10%,-5%,
Cn1cc(Br)c(-c2cccc(NC(=O)CC(C)(C)CC(=O)O)c2)n1,1.7%,i,0.5,8,751,6%,4%,nt,-2%,-8%,-7%,
Cc1c(Cl)cccc1NC(=O)CC1SCCNC1=O (centres undefined),0.6%,i,2.2,8,787,4%,3%,1.2%,1%,35%,-9%,
COC(=O)c1nnn(-c2cccc(Cl)c2)c1C(=O)OC,1.1%,i,0.4,0,753,12%,-1%,nt,7%,-5%,-4%,
Cc1ccc(-c2nnn(CC(=O)Nc3cccc4cccnc34)n2)o1,-1.8%,i,1.7,-9,779,8%,3%,-4.9%,-22%,0%,-5%,
CCC(CC)NC(=O)Nc1cccc(C)c1C,0.0%,i,0.7,0,631,-23%,-3%,-0.1%,2%,13%,-1%,
C=CCN1C(=O)C2C(C(=O)NC3CCCC3)C3C=CC2(O3)C1C(=O)NC1CCCC1 (centres undefined),1.2%,i,1.0,0,737,8%,3%,nt,-1%,25%,-11%,
CCOC(=O)N1CCN(S(=O)(=O)N2CCCC(C(=O)NCc3ccccc3OC)C2)CC1 (centres undefined),0.9%,i,5.8,-2,693,18%,8%,nt,-5%,12%,-11%,
CN1/C(=C/C(=O)c2nc(S(C)(=O)=O)ncc2Cl)C(C)(C)c2ccccc21,29%,nt,nt,nt,nt,3%,-3%,-4.8%,15%,-8%,-6%,
Cc1nc2ccccc2c(=O)n1/N=C/c1ccccc1Cl,-0.7%,i,0.4,14,814,-12%,4%,nt,-5%,-6%,-3%,
Cn1cc(C(=O)Nc2ccc(F)c(Cl)c2)cn1,-2.1%,i,0.4,1,708,-6%,5%,-8.0%,-2%,-6%,-12%,
COc1ccc(CC(=O)OCn2nnc3ccccc3c2=O)cc1OC,-1.1%,i,0.5,-7,719,-3%,88%,nt,6%,2%,-3%,
Cc1ccc(C(=O)Nc2ccccc2)cc1S(=O)(=O)Nc1ccc(Cl)cn1,8.8%,i,0.3,-9,731,6%,-4%,-4.3%,nt,-5%,-4%,
CC(C)(C)CC(=O)Nc1nnc(CCc2ccccc2)s1,1.1%,i,0.3,-3,883,-27%,-2%,nt,-2%,4%,-5%,
C(=N\n1cnnc1)/c1cccc(OCCOc2ccccc2)c1,1.5%,i,1.0,11,752,-50%,3%,-11%,-10%,12%,-3%,
Cc1cc(NC(=O)c2ccc3c(c2)OCO3)no1,0.2%,i,5.9,-10,672,-66%,2%,-0.7%,-6%,-1%,-9%,
CC(=O)N1CCc2cc(Br)cc(S(=O)(=O)NCC3CCCO3)c21 (centres undefined),-2.5%,i,0.6,nt,nt,3%,-2%,-1.9%,5%,2%,-9%,
CCOC(=O)c1cc(-c2ccccc2)sc1NC(=O)COC(=O)c1ccc(Cl)c(S(N)(=O)=O)c1,-0.2%,i,0.1,nt,nt,-39%,13%,-7.2%,-6%,50%,-3%,
COc1ccc(NC(=O)c2sc3nc(N4CCCC4)c4c(c3c2N)CC(C)(C)OC4)cc1,-1.3%,i,6.4,-3,765,16%,-1%,nt,2%,1%,11%,
CCC(C)NC(=O)CNC(=O)c1nn(-c2ccc(OC)c(Cl)c2)c(=O)c2ccccc12 (centres undefined),-0.5%,i,0.3,4,791,10%,3%,nt,1%,-6%,-2%,
CCC(C)(C)NC(=O)C(c1cccc(OC)c1OC)N(C(=O)CCC(=O)Nc1cc(C)on1)C(C)C (centres undefined),1.2%,i,1.6,2,782,4%,1%,nt,5%,4%,-6%,
COC(=O)c1ccc(N2CCN(C)CC2)c(NC(=O)COc2ccccc2)c1,0.5%,i,0.3,-4,828,-39%,-7%,nt,-2%,12%,-10%,
c1ccc(OCCN2CCOCC2)cc1,1.9%,i,0.6,nt,nt,-9%,5%,nt,3%,2%,-6%,
CCOc1ccc(CC(=O)Nc2nccs2)cc1OCC,-0.3%,i,0.6,46,695,-9%,1%,-4.9%,-3%,14%,-5%,
c1ccc(Oc2c3ccccc3nc3ccccc23)cc1,0.2%,nt,nt,-5,656,15%,4%,nt,nt,9%,-4%,
Cc1ccc(C)c(NC(=O)CSc2nnc(-c3cc(C)[nH]n3)n2N)c1,-0.4%,i,0.9,-2,747,7%,-3%,nt,-6%,9%,-2%,
CC(C)Nc1ccc(-n2nc3ccccc3[n+]2[O-])cc1,-0.7%,i,0.6,-25,800,-70%,2%,nt,-19%,?,-6%,
Cc1nnc(SCC(=O)Nc2ccc(O)cc2)c2ccccc12,1.1%,i,2.3,1,652,13%,4%,nt,2%,0%,-14%,
Cc1cccc(C2=NN(c3ccc(Br)cc3)[C@@H](C(=O)N3CCOC3=O)[C@@H]2c2ccc(F)cc2)c1,1.4%,i,2.5,-7,702,4%,16%,-5.9%,-7%,24%,3%,
Cc1cc(NC(=O)CSc2nc(C(C)(C)C)nc3ccccc23)no1,0.6%,i,5.5,-7,706,-26%,5%,-5.2%,-1%,30%,-8%,
CCOC(=O)CSc1nc(C)cc2c1C(=O)OC2,3.8%,i,0.3,-2,775,-5%,1%,-7.3%,-9%,-5%,-7%,
Cc1onc(-c2ccccc2)c1C(=O)N1CCN(c2ccccc2F)CC1,-0.5%,i,2.5,-13,809,-2%,5%,nt,-4%,4%,-2%,
Cc1ccc(S(=O)(=O)N(C)CC(=O)Nc2ccc3c(c2)OCO3)cc1,-1.8%,i,0.9,-3,728,8%,-1%,nt,4%,0%,-13%,
Cc1ccc(CNC(=O)C2(c3cccs3)CCOCC2)cc1,-2.0%,i,0.5,-4,680,9%,-3%,-5.3%,-3%,4%,-3%,
COc1ccc(C(C(=O)NCCC(C)C)N(CCO)C(=O)c2snc(C(N)=O)c2N)cc1OC (centres undefined),0.8%,i,0.7,4,812,-11%,5%,nt,5%,11%,-3%,
COc1ccc(CCNC(=O)C2CCC(=O)N(C3CC3)C2)c(OC)c1 (centres undefined),-0.8%,i,1.2,16,824,4%,0%,nt,1%,4%,-7%,
CCc1ccc(C(C)NC(=O)Cn2cnc3c(=O)n(C)c(=O)n(C)c32)cc1 (centres undefined),3.4%,i,1.6,-4,657,12%,20%,-9.9%,-7%,7%,-10%,
O=C(CN1CCN(S(=O)(=O)c2ccc(F)cc2)CC1)N1CCOCC1,-0.6%,i,0.8,7,859,-1%,-4%,nt,-3%,9%,-10%,
Cc1ccc2c(c1)c1nnc(SCC(=O)Nc3ccccc3C(F)(F)F)nc1n2CC(=O)O,-1.3%,i,0.7,1,651,11%,-1%,-1.8%,3%,7%,2%,
CC(C)(C)OC(=O)N1CCC[C@H]1c1nnc(SCc2ccccc2)o1,-2.1%,i,1.4,6,767,7%,2%,nt,nt,15%,-7%,
O=c1[nH]c(CN2CCN(C/C=C/c3ccccc3)CC2)nc2ccccc12,-1.8%,i,0.5,-6,654,0%,1%,2.1%,-6%,-3%,-3%,
COc1ccc(/C(O)=C2/C(=O)C(=O)N(Cc3ccco3)C2c2cccs2)cc1 (centres undefined),18%,i,6.9,-14,709,6%,-3%,-36%,-1%,30%,-6%,
CN1CCCNc2nc3ccccc3nc21,5.3%,+,0.3*,14,738,-27%,-5%,nt,-46%,6%,0%,

# Copied from the results shown (2 entries):
SMILES,HIV peptide binding,Myeloid diff MLP,Myeloid diff MLP GFP+ MAC1+ %,Lipid droplet,Lipid droplet cells 6.5 µM,HEK293 NOD2/NF-kB,SIAH1 antagonists,XIAP antagonists,Dengue-2 NS5 capping,AID2073,LYP inhibition,others
COc1ccc(/C=N/NC(=O)c2ccc(Cn3cc([N+](=O)[O-])cn3)o2)c(OC)c1C,0.6%,i,0.9,nt,nt,0%,2%,2.0%,-7%,-5%,-1%,
O=[N+]([O-])c1ccc2c(c1)C=C1CCCCC1(N1CCCC1)O2 (centres undefined),0.4%,i,0.6,8,601,-7%,0%,-6.5%,-1%,-1%,8%,

# More records
SMILES,HIV peptide binding,Myeloid diff MLP,Myeloid diff MLP GFP+ MAC1+ %,Lipid droplet,Lipid droplet cells 6.5 µM,HEK293 NOD2/NF-kB,SIAH1 antagonists,XIAP antagonists,Dengue-2 NS5 capping,AID2073,LYP inhibition,others
Cc1oc2ccc(OCC(N)=O)cc2c1C(=O)OC(C)C,-1.3%,i,0.5,-9,613,10%,4%,-3.6%,-4%,2%,1%,
Cc1nc2ccc(Cl)cc2c(-c2ccccc2)c1CC(=O)O,6.7%,i,2.1,-25,579,7%,-1%,-7.1%,5%,14%,-7%,
CC(C)SC1=NC(C)(C)C=C(/C=C/c2ccc(Cl)cc2Cl)N1,2.7%,i,0.6,-1,777,-2%,3%,-4.4%,-11%,-15%,-2%,
CCN(CC)CCCNCC(=O)Nc1ccc2c(c1)CCC2,0.8%,i,0.1,14,673,2%,8%,-2.4%,2%,-8%,0%,
O=C(Nc1ccccc1)c1nnsc1S(=O)c1ccc(Cl)cc1 (centres undefined),6.2%,?,nt,nt,nt,-47%,0%,-17%,nt,-65%,6%,
COc1ccc(OC)c(C2=NOC(C(=O)NCCN3CCOCC3)C2)c1 (centres undefined),-2.1%,i,1.1,-7,717,-9%,-3%,-9.9%,-6%,0%,3%,
